High-throughput results from PubChem.
GSK3A inh: blockers of GSK3A enzyme activity – biochemical, luminescence, cell-free homogeneous, HTS, primary screen; GSK-3 alpha kinase, ADP-Glo luminescence, 60 min; Glycogen synthase kinase-3 alpha (Homo sapiens), P49840; inhibition, % at 10 µM; 0.1% of 320,000 active;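 in the data active means inhibition above about 50%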;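 further: GST-tagged GSK-3 alpha with peptide substrate and 25 µM ATP; 0% = DMSO neutral wells and 100% = GW8510 positive control wells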
DYRK1A inh: rat Dyrk1A kinase inhibitors, primary screen, biochemical, single point, plate reader; Dual specificity tyrosine-phosphorylation-regulated kinase 1A (Rattus norvegicus), Q63470; ADP-Glo luminescence, NFATc1 peptide; inhibition, % at 12.5 µM; 0.43% of 310,000 active; in the data active means inhibition above about 50%;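 further: plate controls were vehicle with enzyme for no effect and no enzyme for full effect; many of its hits are not listed in these tables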
hERG protect: hERG rescue from dofetilide block, primary screen, cell-based, CHO-hERG, FluxOR thallium flux, dofetilide IC70; Voltage-gated inwardly rectifying potassium channel KCNH2 (Homo sapiens), Q12809; dofetilide IC70 present; activation (rescue from dofetilide block), less the hit threshold, % at 10 µM; 0.51% of 310,000 active;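 active means activation above the mean of controls blocked by dofetilide plus 5 SD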;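 further: thallium influx through hERG after potassium depolarization seen as dye fluorescence rise; in these data hits start at about 4.7%; inactives centre near -7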
KCNQ1 block: inhibitors of human KCNQ1 channel, primary screen, cell-based, thallium flux, high-throughput | CHO-K1 KCNQ1, FluxOR thallium flux fluorescence; hits give high values | B-score at 10 µM | 1.3% of 310,000 active | AID 2642, 2010;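 active means compounds whose thallium flux B-score, printed positive for inhibition, exceeds three library SD while starting fluorescence stays within three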;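 further: channel opened by potassium depolarization with thallium stimulus after 20 min compound exposure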
HDAC3 inhib: HDAC3 deacetylase inhibitors, primary screen, biochemical, fluorescence, cell-free homogeneous; Histone deacetylase 3 (Homo sapiens), O15379; recombinant HDAC3, fluorogenic peptide/trypsin coupled; inhibition, % at 8.3 µM; 0.15% of 320,000 active; AID 2718, 2010; in the data active means inhibition above about 26%, passing the limit was not always enough
Target sequence (O15379 whole entry, looked up): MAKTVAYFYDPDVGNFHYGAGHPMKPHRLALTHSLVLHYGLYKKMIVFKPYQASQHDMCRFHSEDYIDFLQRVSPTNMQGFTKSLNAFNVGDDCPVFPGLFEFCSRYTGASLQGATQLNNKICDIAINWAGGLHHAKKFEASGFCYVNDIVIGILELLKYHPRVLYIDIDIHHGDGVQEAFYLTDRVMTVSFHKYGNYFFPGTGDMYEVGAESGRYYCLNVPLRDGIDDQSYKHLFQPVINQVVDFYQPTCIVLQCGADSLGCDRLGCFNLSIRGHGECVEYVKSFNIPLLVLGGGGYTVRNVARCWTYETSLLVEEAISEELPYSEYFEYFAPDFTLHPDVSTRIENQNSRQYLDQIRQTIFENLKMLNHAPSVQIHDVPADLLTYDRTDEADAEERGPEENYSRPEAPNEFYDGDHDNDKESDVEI
KCNQ1 pot: potentiators or activators of KCNQ1 channel, primary screen, cell-based, thallium flux, high-throughput | Potassium voltage-gated channel subfamily KQT member 1 (Homo sapiens), P51787 | 0.35% of 310,000 active | CHO-K1 KCNQ1, thallium flux FluxOR fluorescence; hits give high values | AID 2648, 2010 | B-score at 10 µM;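 active means fluorescence ratio B-score, a plate-corrected score, at least three library SD, with initial intensity B-score within 5 SD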
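Assay system: CHO-K1 cells stably expressing KCNQ1; Medium: assay buffer with matched DMSO; Also added: K+/Tl+ depolarizing stimulus; Dosing: single dose; Timing: dye 90 min, compound 20 min, room temperature; Measured by: kinetic FluxOR thallium fluorescence, 10-s 1-Hz baseline, 110-s post-stimulus read; Read-out: peak-minus-minimum fluorescence over initial fluorescence, negative-control normalized, B-scored.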
KCNK9 block: KCNK9 potassium channel inhibitors, primary screen, HEK293 cells, thallium flux. B-score at 10 µM. 1.2% of 310,000 active. AID 488922, 2010. FluxOR thallium flux fluorescence; hits give low values;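 active means ratio B-score over 3 SD below the library mean, with starting fluorescence within 5 SD of its mean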;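 further: negative B-score means less thallium flux so channel inhibition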
Target sequence (Q9NPC2 whole entry, looked up): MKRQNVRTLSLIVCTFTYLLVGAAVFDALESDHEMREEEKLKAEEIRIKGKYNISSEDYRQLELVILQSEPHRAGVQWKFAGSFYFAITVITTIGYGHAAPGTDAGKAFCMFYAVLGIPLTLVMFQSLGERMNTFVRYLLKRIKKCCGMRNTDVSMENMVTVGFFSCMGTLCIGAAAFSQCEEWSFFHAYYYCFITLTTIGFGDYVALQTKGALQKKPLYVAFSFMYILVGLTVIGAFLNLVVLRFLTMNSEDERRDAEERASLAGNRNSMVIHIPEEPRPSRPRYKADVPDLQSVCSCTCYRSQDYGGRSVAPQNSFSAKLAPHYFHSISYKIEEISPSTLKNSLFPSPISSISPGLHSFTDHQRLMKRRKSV
GSK3B inh: human GSK3beta kinase inhibitors, primary screen, biochemical, cell-free homogeneous, HTS | Glycogen synthase kinase-3 beta (Homo sapiens), P49841 | GST-GSK3beta kinase, ADP-Glo luminescence, 60 min; hits give low values | activity score (negative = inhibition), % at 10 µM | 0.038% of 300,000 active | AID 2097, 2009;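 active means more than half of replicate wells score below -50%, meaning over 50% inhibition versus plate controls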;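 further: 0% = median DMSO wells and -100% = median GW8510 positive control wells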
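test system = GST-tagged human GSK3beta kinase, cell-free | reagent = 25 µM ATP with peptide substrate | dosing = one dose of 10 µM per compound | schedule = 60 min reaction, RT | detection = luminescent ADP-Glo measurement of ADP formed | control set = DMSO neutral wells and GW8510 at 20 µM as positive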
KCNK3 block: human KCNK3 channel inhibitors, primary screen, CHO cells, FluxOR thallium flux, B-score; Potassium channel subfamily K member 3 (Homo sapiens), O14649; FluxOR fluorescence; hits give low values; B-score at 10 µM; 0.84% of 340,000 active; AID 602410, 2012;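 active means B-score under library mean minus 4 SD, starting fluorescence ratio at most library mean plus 5 SD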;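 further: more negative B-score means stronger inhibition of thallium flux through KCNK3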
RGS4 pot: RGS4 potentiators or activators, primary screen, cell-based, HEK293 M3R inducible RGS4, calcium flux; carbachol calcium flux Fluo4; hits give low values; B-score at 10 µM; 0.92% of 310,000 active;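 active means B-score of the integrated calcium signal more than 4 SD below the library mean, with starting fluorescence not abnormally high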;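 further: negative B-score means reduced calcium response which marks RGS4 activation or potentiation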
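Material: M3R-expressing HEK293 line, RGS4 induced by doxycycline | Schedule: Overnight RGS4 induction, 30 min dye load 37 °C, 20 min compound RT | Measured by: Fluo4 fluorescence kinetic imaging of calcium | Read-out: Integrated calcium ratio converted to B score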
PolyA inh: polyadenylation inhibitors in yeast reporter cells, primary screen, luminescence, S. cerevisiae; S. cerevisiae SKY197-pL101 polyadenylation reporter, beta-gal luminescence; efflux-impaired pdr1/pdr3 knockout yeast; score 100 = 6 SD above DMSO; calls only at 12 µM; 0.02% of 300,000 active;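 active means lowest replicate activity score at least 50, where 100 means six control SD above control mean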;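 further: yeast exposed to compound for 9 h at 30 °C; higher score means more reporter readthrough which indicates perturbed polyadenylation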
The depositor's hits bear a star; i = inactive; . = no result given. Not all compounds are listed, so the mix of outcomes need not match the whole.

SMILES | PolyA inh | RGS4 pot | hERG protect | DYRK1A inh | KCNK9 block | KCNK3 block | GSK3B inh | KCNQ1 pot | KCNQ1 block | GSK3A inh | HDAC3 inhib
CCOc1ccccc1/C=N\Nc1cnn(Cc2ccccc2)c(=O)c1Cl | i | i | -7.1 | -2.7 | i | i | -0.9 | i | i | -2.3 | 11.2
COc1ccc(C(=O)COC(=O)CCCC(=O)NC2CCCCC2)cc1 | i | i | -4.1 | -3.0 | i | i | 0.4 | i | i | 1.3 | -7.2
O=[N+]([O-])c1ccc2nonc2c1Nc1ccccc1 | i | i | -1.7 | . | i | i | -2.7 | i | i | 0.6 | -1.2
COc1ccc(C(=O)NCCn2nc(C)cc2C)cc1OC1CCN(C(C)=O)CC1 | i | i | -6.8 | -2.3 | i | i | 4.3 | i | i | -2.6 | -4.5
COc1ccc(C(C)=O)cc1CN(C)C | i | i | -10.6 | 12.5 | i | i | -3.1 | i | i | -2.0 | 3.7
COc1cc(NC(=O)NCC2CCN(Cc3ccccc3F)CC2)cc(OC)c1 | i | i | -5.4 | -3.5 | i | i | -3.0 | i | i | 2.2 | 1.1
Cc1ccsc1/C=N/NC(=S)NCc1ccccc1 | i | i | -13.6 | . | i | i | -2.1 | i | i | 5.0 | -4.1
Cc1onc(-c2c(Cl)cccc2Cl)c1C(=O)NNC(=O)c1c(-c2c(Cl)cccc2Cl)noc1C | i | i | -9.7 | 6.3 | i | i | -2.7 | i | i | 2.7 | 0.4
Cc1ccc(OCCC(=O)OCC(=O)Nc2ccc3c(c2)OCO3)cc1 | i | i | -8.7 | -11.4 | i | i | 0.6 | i | i | -0.1 | 2.9
CCCc1cc(C(=O)N2CCCC(CO)(CCCc3ccccc3)C2)n(C)n1 (configuration not stated) | i | i | -4.5 | -1.9 | i | -9.3* | -0.1 | i | i | -2.4 | 1.6
CC(=O)NNC(=O)c1ccncc1 | i | i | 2.4 | . | i | i | 2.2 | i | i | -1.0 | -1.1
CSc1nsc(SC)c1C(=O)N1CCN(S(=O)(=O)c2ccc(C)cc2)C1C (configuration not stated) | i | i | -11.3 | 0.2 | i | i | 1.2 | i | i | -3.5 | 10.8
CCOCCc1nnc(NC(=O)c2cccs2)s1 | i | i | -8.6 | 4.0 | i | i | -0.6 | i | i | 1.9 | 0.0
CCCC(C(=O)NCc1ccc(OC)cc1)N(Cc1ccco1)C(=O)c1snc(C(N)=O)c1N (configuration not stated) | i | i | -6.4 | -1.4 | i | i | -0.3 | i | i | -5.8 | 2.5
Cc1ccc(NC(=O)C2CCCN2C(=O)OCc2ccccc2)cc1F (configuration not stated) | i | i | -8.3 | . | i | i | 2.8 | i | i | . | 6.2
CCn1cc(C2=NC(C(C)C)CO2)c2ccccc21 (configuration not stated) | i | i | -13.6 | 0.4 | i | i | 1.5 | i | i | 2.6 | 4.2
CCOc1ccc(S(=O)(=O)NCCC(=O)N2CCN(c3ccccc3O)CC2)cc1 | i | i | -12.8 | -4.5 | i | i | 0.6 | i | i | -2.0 | 7.8
CC(C)c1onc(C(=O)N2CCCCC2)c1[N+](=O)[O-] | i | i | -3.7 | -1.8 | i | i | -0.6 | i | i | -2.3 | 3.3
Cc1cccc(NC(=O)CSc2nnc(CNC(=O)c3ccc(S(=O)(=O)N(C)C)cc3)n2-c2ccc(F)cc2)c1 | i | i | -10.0 | . | i | i | -1.3 | i | i | 0.5 | -4.0
Cc1ccc(N(C(C)C(=O)N2CCN(Cc3ccccc3)CC2)S(C)(=O)=O)cc1 (configuration not stated) | i | i | -6.0 | 6.6 | i | i | -4.4 | i | i | -1.0 | -4.3
O=[N+]([O-])c1ccc(N/N=C\c2cccn2-c2ccccc2)nc1 | i | i | -11.7 | 5.0 | -12* | -9.78* | -5.9 | i | i | . | 3.3
CC1(S(=O)(=O)O)CC(=O)c2ccccc2C1=O (configuration not stated) | i | i | -1.8 | 19.7 | i | i | 1.2 | i | i | 1.6 | -5.8
COc1cc(NC(=O)Cn2cnc(S(=O)(=O)N3CCCC3)c2)cc(OC)c1OC | i | i | -4.0 | -3.1 | i | i | 0.7 | i | i | 1.6 | 0.9
COc1cc(OC)c(C(=O)NNC(=O)CN(C)S(=O)(=O)c2ccc(Cl)cc2)cc1OC | i | i | -9.6 | 8.8 | i | i | 1.4 | i | i | -1.9 | -3.1
O=C(NCCCN1CCOCC1)c1cc(S(=O)(=O)N2CCN(c3ccccc3)CC2)ccc1Cl | i | i | -17.0 | -6.4 | i | i | 0.1 | i | i | 0.8 | 1.5
COc1ccc(CCNC(=O)c2ccc(N(C)S(=O)(=O)c3ccc(C)cc3)cc2)cc1OC | i | i | -9.8 | -43.6 | i | i | -2.7 | i | i | 0.1 | 2.1
COc1ccc(C(=O)NCC(=O)N2CCN(c3ccc(Cl)cc3)CC2)cc1 | i | i | -1.3 | -2.9 | i | i | 1.6 | i | i | -2.7 | 7.1
c1coc(-c2ccnc(-c3ccncc3)n2)c1 | i | i | -7.6 | 10.7 | i | i | 2.4 | i | i | . | 6.5
Cc1cccc(C)c1OCc1nnc(NC(=O)CSc2ccc(Cl)cc2)s1 | i | i | -8.8 | -3.7 | i | i | -1.5 | i | i | . | .
Cc1noc(C(=O)N2CCN(Cc3ccc4c(c3)OCO4)CC2)c1Cl | i | i | -15.1 | -2.7 | i | i | 0.6 | i | i | 1.3 | 2.4
CC(c1ccccc1)C(CC(=O)O)C(=O)Nc1ccc(Cl)c(Cl)c1 (configuration not stated) | i | i | -2.6 | -2.4 | i | i | -0.3 | i | i | -0.2 | -10.8
CCOc1ccc(CN(C)CC(=O)Nc2cc(OC)c([N+](=O)[O-])cc2C)cc1 | i | i | -12.0 | -0.2 | i | i | 0.9 | i | i | -2.9 | 2.6
C[C@H](NC(=O)OC(C)(C)C)C(=O)N/N=C/C1=Cc2ccccc2OC1 | i | i | -1.5 | 0.1 | i | i | -3.8 | i | i | -1.0 | -6.8
COc1ccc(C(=O)CSc2nnc(Cn3nnc4ccccc43)n2C)cc1 | i | i | -4.0 | 1.0 | i | i | -2.5 | i | i | -0.9 | 0.0
CC1CC(C)CN(C(=O)C2CCC(CNS(=O)(=O)c3ccccc3)CC2)C1 (configuration not stated) | i | i | -3.4 | 4.0 | i | i | -2.8 | i | i | 3.2 | 6.4
COCCNC(=O)C(c1ccc(O)cc1)N(Cc1ccccc1)C(=O)CCC(=O)Nc1nccs1 (configuration not stated) | i | i | -5.4 | -5.0 | i | i | 0.5 | i | i | 3.3 | -8.0
Cc1cccc(-n2ncc3c2CCCC3NC(=O)CC(F)(F)F)c1C (configuration not stated) | i | i | -5.4 | -3.7 | i | i | -0.5 | i | i | 0.7 | 1.4
CCOC(=O)c1ccccc1NC(=O)Cn1cnc2c1c(=O)n(C)c(=O)n2C | i | i | -4.2 | -7.3 | i | i | 0.7 | i | i | -1.6 | 3.8
O=C(Cn1cnc2c(nnn2Cc2ccc(F)cc2)c1=O)N1CCN(c2ccccc2)CC1 | . | i | -14.8 | -4.1 | i | i | 2.3 | i | i | 2.7 | -2.7
NC1=NS(=O)(=O)NC1c1ccc(Br)cc1 (configuration not stated) | i | i | -8.0 | -1.4 | i | i | -0.4 | i | i | -2.1 | -3.5
COC(=O)c1ccc(NC2CC(=O)N(c3ccccc3C)C2=O)cc1 (configuration not stated) | i | i | -0.3 | -7.2 | i | i | 0.3 | i | i | -0.9 | 3.6
CSc1nnc2c(n1)[nH]c1c(C)cccc12 | i | i | -8.3 | 3.5 | i | i | -2.5 | i | i | -3.8 | -4.4
CCCCn1cnc2sc3c(c2c1=N)CCCC3 | i | i | -8.2 | 8.4 | i | i | 1.7 | i | i | 0.3 | 0.8
O=C1CSC(c2ccccc2)N1c1ccccc1F (configuration not stated) | i | i | -7.9 | -2.2 | i | i | 0.5 | i | i | -1.9 | -5.5
O=C(CNC1CCCCCC1)Nc1ccc(N2CCCC2)cc1 | i | i | -10.9 | . | i | . | 1.1 | i | i | -1.8 | -0.9
CC(C)c1ccc(OCc2nnc(SCC(=O)N3CCCCC3)o2)cc1 | i | i | -5.6 | 1.3 | i | i | -0.7 | i | i | -0.7 | 1.7
CC(=O)Nc1cc(-c2ccccc2)nn1Cc1ccc(Cl)cc1 | i | i | -13.2 | . | i | i | -2.8 | i | i | -1.1 | 11.1
Cc1ccc(C)c(C(=O)CSc2nc(C)cc(=O)[nH]2)c1 | i | i | 0.7 | . | i | i | 1.5 | i | i | 0.2 | 1.8
COc1cccc(OCc2cc(C(=O)N(C)C3CC(C)(C)NC(C)(C)C3)no2)c1 | i | i | -4.1 | -3.3 | i | i | -2.0 | i | i | 3.0 | 2.9
CCOC(=O)N1CCC(=NNc2ncc(C(F)(F)F)cc2Cl)CC1 | i | i | -12.7 | . | i | i | 0.7 | i | i | -2.8 | -0.9
O=c1[nH]c([N+](=O)[O-])nn1C(c1ccccc1)c1ccccc1 | i | i | -5.2 | 2.3 | i | -10.1* | 4.2 | i | i | -2.9 | -2.3

Full records as entered above:
Entry for `CC(=O)Nc1cc(-c2ccccc2)nn1Cc1ccc(Cl)cc1` → PolyA inh = i; RGS4 pot = i; hERG protect = -13.2; DYRK1A inh = .; KCNK9 block = i; KCNK3 block = i; GSK3B inh = -2.8; KCNQ1 pot = i; KCNQ1 block = i; GSK3A inh = -1.1; HDAC3 inhib = 11.1
Entry for `O=C1CSC(c2ccccc2)N1c1ccccc1F` (configuration not stated) → PolyA inh = i; RGS4 pot = i; hERG protect = -7.9; DYRK1A inh = -2.2; KCNK9 block = i; KCNK3 block = i; GSK3B inh = 0.5; KCNQ1 pot = i; KCNQ1 block = i; GSK3A inh = -1.9; HDAC3 inhib = -5.5
